Bioassay records as filed in PubChem BioAssay.
mIAP activ: increases mouse intestinal alkaline phosphatase activity; muIAP, CDP-Star luminescence, 30 min; active compounds read high; 1 = vehicle-only enzyme signal, 0 = enzyme-free wells; activation factor at 10 µM; hit rate 0.24% among 330,000;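 active = activation factor of at least 2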; note: the source names both 10 and 20 µM as test concentration; values of inactives mirror those of a sister screen read the other way
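System: mouse IAP enzyme. Reagent: CDP-Star chemiluminescent phosphatase substrate. Benchmarks: DMSO wells, no-enzyme wells. Times: 30 min enzyme-substrate-compound incubation at room temperature. Detection: luminescence from enzymatic CDP-Star hydrolysis. Doses: test compounds delivered from DMSO solution.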
ATG4B inhibitor: inhibitors of human ATG4B cysteine protease | inhibition, % at 8.33 µM | Q9Y4P1 | ATG4B cleavage of LC3-PLA2, NBD-HPC fluorescence, 1 h | AID 504462 | hit rate 0.51% among 340,000; in the data active = inhibition above about 40%
hIAP act: increases human intestinal alkaline phosphatase activity; purified human IAP, CDP-Star luminescence, 30 min; active compounds read high; 1 = vehicle-only enzyme, 0 = enzyme-free background; activation factor at 10 µM; P09923; hit rate 0.16% among 330,000;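 active = activation factor of the enzyme at least 2-fold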; note: the source names both 10 and 20 µM as test concentration; values of inactives mirror those of a sister screen read the other way
Target sequence (P09923 whole entry, looked up): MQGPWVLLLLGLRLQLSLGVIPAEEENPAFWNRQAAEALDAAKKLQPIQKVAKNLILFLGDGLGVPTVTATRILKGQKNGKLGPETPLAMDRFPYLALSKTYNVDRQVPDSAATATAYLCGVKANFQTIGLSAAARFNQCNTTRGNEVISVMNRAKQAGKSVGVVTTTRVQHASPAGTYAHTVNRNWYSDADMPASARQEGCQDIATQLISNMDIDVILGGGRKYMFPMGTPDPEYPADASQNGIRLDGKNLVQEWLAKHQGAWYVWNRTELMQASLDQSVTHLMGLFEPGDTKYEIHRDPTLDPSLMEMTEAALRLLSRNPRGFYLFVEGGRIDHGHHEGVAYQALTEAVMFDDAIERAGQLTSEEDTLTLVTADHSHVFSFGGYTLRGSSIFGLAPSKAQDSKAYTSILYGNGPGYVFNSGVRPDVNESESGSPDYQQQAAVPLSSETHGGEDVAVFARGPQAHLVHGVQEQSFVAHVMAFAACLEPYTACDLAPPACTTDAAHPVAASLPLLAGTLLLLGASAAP
APOBEC3A inh: human APOBEC3A DNA deaminase inhibition; recombinant A3A, FAM/TAMRA ssDNA deamination fluorescence; hit rate 0.41% among 330,000; inhibition, % at 20 µM; P31941; AID 493011;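 active = at least 40% inhibition at 20 µM here, with at most 30% in a related deaminase screen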;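 note: plate controls were A3A with DMSO for no effect and wells lacking A3A enzyme for full effect; some results filed as inactive read as strong as hits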
Target sequence (P31941 whole entry, looked up): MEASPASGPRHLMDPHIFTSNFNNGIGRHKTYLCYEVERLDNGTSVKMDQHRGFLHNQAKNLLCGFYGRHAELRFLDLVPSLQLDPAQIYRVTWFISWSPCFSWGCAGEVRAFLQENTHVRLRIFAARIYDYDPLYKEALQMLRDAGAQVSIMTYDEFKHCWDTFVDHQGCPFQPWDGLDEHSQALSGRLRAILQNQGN
A3G deaminase: blocks human APOBEC3G single-stranded DNA deamination | Q9HC16 | recombinant A3G, ssDNA deamination FAM/TAMRA fluorescence | inhibition, % at 20 µM | hit rate 0.28% among 330,000 | AID 493012;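 active = inhibition of at least 40% at 20 µM, with no more than 30% in the related APOBEC3A deaminase screen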;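 note: plate controls were DMSO wells with A3G for no effect and wells lacking A3G enzyme for full effect; some compounds called inactive have numbers as strong as hits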
Target sequence (Q9HC16 whole entry, looked up): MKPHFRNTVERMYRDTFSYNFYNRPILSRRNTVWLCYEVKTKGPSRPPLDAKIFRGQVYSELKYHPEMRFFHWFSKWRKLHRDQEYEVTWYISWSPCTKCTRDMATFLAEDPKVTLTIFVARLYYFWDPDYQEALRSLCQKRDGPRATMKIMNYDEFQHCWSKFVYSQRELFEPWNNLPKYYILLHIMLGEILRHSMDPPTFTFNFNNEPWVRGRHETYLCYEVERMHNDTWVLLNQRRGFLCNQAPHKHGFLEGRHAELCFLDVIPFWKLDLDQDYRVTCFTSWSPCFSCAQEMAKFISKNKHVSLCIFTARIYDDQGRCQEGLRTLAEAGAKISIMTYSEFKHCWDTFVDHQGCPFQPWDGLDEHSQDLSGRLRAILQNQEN
MPTP inh: permeability transition pore inhibition; hit rate 1.4% among 360,000; inhibition, % at 10 µM; isolated mouse mitochondria, Ca2+ swelling absorbance, 30 min; AID 602449;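 active = inhibition of 50% or more, scaled per plate between neutral and stimulator controls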;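 note: 0% = DMSO wells given calcium and 100% = 1 mM EGTA wells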
hIAP block: human IAP inhibition | P09923 | purified IAP, CDP-Star luminescence, 30 min | inhibition, % at 10 µM | hit rate 0.12% among 330,000;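 active = inhibition reaching a set limit with compound at 10 µM in the primary screen, cut at about 35% in these data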;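 note: plate controls were DMSO wells with enzyme for no effect and no-enzyme buffer wells for full effect; values of inactives mirror those of a sister screen read the other way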
mIAP inh: mouse IAP inhibition; purified mouse IAP, CDP-Star luminescence, 30 min; inhibition, % at 10 µM; hit rate 0.2% among 330,000;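 active = inhibition of at least 40% at 10 µM in the primary screen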;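 note: plate controls were DMSO with enzyme for no effect and no enzyme wells for full effect; values of inactives mirror those of a sister screen read the other way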
MIN6 prolif: inducers of beta-cell replication in MIN6 cells; MIN6 cells proliferation, ATPlite luminescence, 48 h; cells starved in 0.2% serum; 100% = growth in 10% serum; proliferation, % at 10 µM; hit rate 0.29% among 330,000; AID 2380;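 active = compounds whose signal lies at least 3.5 SD above the mean of all wells on their plate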;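 note: 0% = DMSO-treated cells in low-serum medium and 100% = 10% serum control; some compounds called inactive have numbers as strong as hits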
The depositor's hits bear a star; x = not tested or not shown.

No.	SMILES	mIAP activ	ATG4B inhibitor	hIAP act	APOBEC3A inh	A3G deaminase
1	O=C(COC(=O)Cc1c[nH]c2ccccc12)NC1CCCCC1	0.96	8	1.1	-4	-7
2	COc1cc(C)ccc1S(=O)(=O)N1CCCCCC1	0.91	-4	1	2	-4
3	O=C(COc1cccc([N+](=O)[O-])c1)N/N=C/c1ccco1	0.91	-6	1	14	-2
4	Cc1c(C(=O)N2CCc3ccccc3C2)sc2nc(-c3ccccc3)cn12	0.89	45*	1	-2	-1
5	C=CCNC(=S)/N=c1/ccccn1Cc1ccccc1	0.99	3	1.1	-4	-5
6	O=C(NOC(=O)c1cc(Br)ccc1Cl)c1cccs1	1	4	1.1	2	-2
7	Cc1ccc(NC(=O)c2ccc([N+](=O)[O-])cc2Cl)nc1	0.98	-1	1.1	6	0
8	COc1ccccc1OCCOc1ccc(/C=N/n2cnnc2)cc1	1	-9	1.1	-4	-7
9	CC1CCc2c(nc3sc4c(c3c2N)CCCC4)C1 (configuration not stated)	0.98	15	0.95	-1	-6
10	COc1cccc(Cn2c(Oc3cccc(C)c3)nc3c2c(=O)n(C)c(=O)n3C)c1	0.99	-6	0.91	-2	-7

No.	MPTP inh	hIAP block	mIAP inh	MIN6 prolif
1	0.6	-9	4	-4
2	-0.2	-1	9	-1
3	-0.9	-1	9	1
4	-0.3	-1	11	-3
5	-0.2	-14	1	-5
6	-1.3	-6	0	2
7	0.1	-7	2	-2
8	-1.4	-11	-1	-3
9	76*	5	2	-6
10	-0.7	9	1	-2

Individual results from the entries so far.
CC1CCc2c(nc3sc4c(c3c2N)CCCC4)C1 (configuration not stated) | hIAP act: 0.95
O=C(COC(=O)Cc1c[nH]c2ccccc12)NC1CCCCC1 | mIAP inh: 4
COc1cc(C)ccc1S(=O)(=O)N1CCCCCC1 | mIAP inh: 9

The list continues.
No.	SMILES	mIAP activ	ATG4B inhibitor	hIAP act	APOBEC3A inh	A3G deaminase
11	Cc1ccc(NC(=O)C2CCN(S(=O)(=O)c3ccc(N4CCCC4=O)cc3)CC2)cc1Cl	2.6*	-11	1.8	0	-4
12	Cc1ccc(S(=O)(=O)/N=S(\C)CC2CC2(Cl)Cl)cc1 (configuration not stated)	1.1	-5	0.97	0	-3
13	CCOC(=O)C1=C(C)C(c2ccc(OC)cc2)NC(=S)N1 (configuration not stated)	0.96	-16	1.1	0	0
14	COC(=O)c1sc(C(C)(C)C)cc1CSc1ccccc1	0.95	-14	1	3	3
15	O=C(CN1CCN(S(=O)(=O)c2ccc(F)c(Cl)c2)CC1)N1CCOCC1	1.1	6	1.2	1	0
16	COc1ccc(N2C(=O)C(CC(=O)Nc3ccc(F)cc3)N(CCc3ccc(OC)c(OC)c3)C2=O)cc1 (configuration not stated)	1	6	1.1	-1	-7
17	O=C(NCC1CCCO1)C1c2ccccc2Oc2ccccc21 (configuration not stated)	1.1	2	1	0	-4
18	CC(C)CCN1CCN(CC#Cc2ccccc2)CC1CCO (configuration not stated)	1	3	0.8	-2	-3
19	O=C(Nc1cc(Cl)ccc1Cl)c1ccc(OC(=O)c2ccco2)cc1	1	5	0.75	0	-4
20	COc1ccc(N2CCN(CCNS(=O)(=O)c3ccc(C)cc3)CC2)cc1	1	-8	1.1	-5	-5

No.	MPTP inh	hIAP block	mIAP inh	MIN6 prolif
11	102*	-81	-163	-4
12	-1.2	3	-7	0
13	-0.2	-8	4	-3
14	2.9	-2	4	-1
15	-2.0	-16	-12	-3
16	0.7	-11	-2	-1
17	-1.4	-4	-6	1
18	-1.2	20	-2	-2
19	2.9	25	-2	1
20	-0.4	-7	-3	-7

(more compounds)
No.	SMILES	mIAP activ	ATG4B inhibitor	hIAP act	APOBEC3A inh	A3G deaminase
21	COc1ccc(CNC(=O)CNC(=O)CNS(=O)(=O)c2ccc(C)c(C)c2)cc1	1	-9	1.1	-3	-8
22	Cc1ccc(NC(=O)COC(=O)c2cc(=O)c3ccccc3o2)c(Br)c1	0.97	-2	1	1	1
23	O=C(COc1ccccc1Cl)Nc1cnn(Cc2ccccc2)c1	0.89	10	1.2	-1	-6
24	COc1ccc(C2Nc3ccccc3C(=O)N2c2ccccc2)cc1COc1ccccn1 (configuration not stated)	1	-5	1.2	1	-2
25	COc1ccc(Oc2ccc(C(F)(F)F)cc2N)cc1	0.96	3	0.94	-3	-12
26	O=C(O)c1cccc2c1C(=O)c1cc(Br)ccc1S2(=O)=O	1.1	-4	1	0	-6
27	FC(F)(F)c1nnc2ccc(N3CCCCCC3)nn12	1	-5	0.94	-1	-7
28	CCOC(=O)C1CCCN(c2c(N3CCN(c4ccccn4)CC3)c(=O)c2=O)C1 (configuration not stated)	1.1	-10	1	-3	-5
29	Cc1ccc(Cn2ccsc2=NC(=O)COC(=O)c2ccc(O)cc2O)cc1	1	-9	1.1	-1	-4
30	COc1ccc(NC(=S)NC(=O)c2cc3ccccc3o2)c(OC)c1	0.83	0	1.1	-3	-8

No.	MPTP inh	hIAP block	mIAP inh	MIN6 prolif
21	0.9	-6	-1	-2
22	0.0	-3	3	-3
23	3.5	-16	11	0
24	0.9	-22	-5	-2
25	0.6	6	4	-1
26	-1.3	-1	-6	6
27	-1.2	6	0	0
28	-1.9	-4	-6	1
29	-0.8	-14	-3	-7
30	0.9	-13	17	-3

Compounds listed so far that contain two or more sulfur atoms:
No.	SMILES	mIAP activ	ATG4B inhibitor	hIAP act	APOBEC3A inh	A3G deaminase
12	Cc1ccc(S(=O)(=O)/N=S(\C)CC2CC2(Cl)Cl)cc1 (configuration not stated)	1.1	-5	0.97	0	-3
14	COC(=O)c1sc(C(C)(C)C)cc1CSc1ccccc1	0.95	-14	1	3	3

No.	MPTP inh	hIAP block	mIAP inh	MIN6 prolif
12	-1.2	3	-7	0
14	2.9	-2	4	-1

2 compounds picked at random from those above:
No.	SMILES	mIAP activ	ATG4B inhibitor	hIAP act	APOBEC3A inh	A3G deaminase
22	Cc1ccc(NC(=O)COC(=O)c2cc(=O)c3ccccc3o2)c(Br)c1	0.97	-2	1	1	1
27	FC(F)(F)c1nnc2ccc(N3CCCCCC3)nn12	1	-5	0.94	-1	-7

No.	MPTP inh	hIAP block	mIAP inh	MIN6 prolif
22	0.0	-3	3	-3
27	-1.2	6	0	0

(further entries)
No.	SMILES	mIAP activ	ATG4B inhibitor	hIAP act	APOBEC3A inh	A3G deaminase
31	O=C(Cc1ccc(Cl)cc1)NCCCNC(=O)c1cccnc1	1	-1	1.1	1	11
32	COc1ccc(CCN(C(=O)C(F)(F)F)C(C(=O)NC2CCCCC2)c2cccs2)cc1 (configuration not stated)	1	4	0.96	-3	-5
33	Oc1ccccc1CN1CCCN(Cc2ccccc2O)C1	0.96	-11	1.2	1	0
34	COc1ccc(CN(C)C(=O)C2CCN(C(=O)Nc3ccccc3)CC2)cc1	1	-12	1.1	-1	-5
35	COc1cc(C(Nc2ccccn2)c2c(NC(=O)c3ccco3)sc(C)c2C)cc(OC)c1OC (configuration not stated)	1	-17	1	8	0
36	Cc1ccc[n+](CC(=O)c2ccccc2)c1	1	x	1.1	28	32
37	CC(NC(=O)Nc1ccccc1)C(c1cccs1)N1CCOCC1 (configuration not stated)	1	-1	0.97	0	5
38	O=C(O)c1ccc(/C=N/Nc2ncc(C(F)(F)F)cc2Cl)cc1	1	1	1.2	-2	-6
39	CCOc1ccccc1N1CCN(C(=O)c2cccc(-c3ccc(O)cc3)c2)CC1	1	-10	0.89	-3	0
40	Cc1cccc(C)c1OCCNC(=O)c1ccc2ccccc2n1	1	17	1.2	-1	-4

No.	MPTP inh	hIAP block	mIAP inh	MIN6 prolif
31	0.2	-11	0	-1
32	7.1	4	-4	-5
33	-0.4	-17	4	-1
34	0.0	-10	-2	4
35	5.4	-4	-5	-3
36	x	-9	-1	-5
37	-1.7	3	-2	-4
38	0.7	-24	0	-2
39	0.0	11	-2	-2
40	-2.2	-16	-1	0

Going on with the list.
No.	SMILES	mIAP activ	ATG4B inhibitor	hIAP act	APOBEC3A inh	A3G deaminase
41	Cc1ccc(S(=O)(=O)N(C)c2ccc(C(=O)N3CCCCC3)cc2)cc1	1	-3	0.89	-1	-9
42	COc1ccc2[nH]cc(CCNC(=O)COc3cc(C)cc4oc(=O)cc(C)c34)c2c1	0.97	-31	0.89	4	-5
43	NC(=O)CSc1nccn1Cc1ccccc1	0.87	0	1	3	-4
44	Cc1ccc(C)c2c1cc(C)c1nnc(SCC(=O)N3CCCc4ccccc43)n12	0.98	-1	0.87	-4	-2
45	CCc1cccc(CC)c1NC(=O)C[n+]1cccc(C(N)=O)c1	0.9	-2	0.96	-1	-6
46	Cc1ccc(S(=O)(=O)N2[C@@H](c3ccccc3)C(C(=O)O)=CC[C@H]2c2ccc3c(c2)OCO3)cc1	0.91	9	1	0	-8
47	Cc1ccc(C2(C(F)(F)F)NC(=O)N3N=C4CCCCCN4C3=C2C#N)cc1 (configuration not stated)	0.99	-9	0.96	1	1
48	CC(C)Cn1c(N)c(C(=O)CSc2nnc(C3CC3)n2C2CC2)c(=O)n(C)c1=O	0.98	-10	1.2	-1	-12
49	C=CCNC(=S)N1CCN(c2cc3c(cc2F)c(=O)c(C(=O)O)cn3CC)CC1	0.97	-3	1	-1	-3
50	O=C(NCc1cccs1)c1ccc(Cl)c(S(=O)(=O)N2CCCC2)c1	1.3	-11	1	-7	-1

No.	MPTP inh	hIAP block	mIAP inh	MIN6 prolif
41	21	11	0	-2
42	0.4	12	2	0
43	2.3	-3	13	-2
44	0.1	13	2	3
45	-0.7	4	10	-3
46	-2.7	-1	9	-3
47	-1.2	4	1	0
48	-0.3	-16	2	5
49	1.2	-4	2	3
50	-3.7	-5	-27	-2

Further records follow:
No.	SMILES	mIAP activ	ATG4B inhibitor	hIAP act	APOBEC3A inh	A3G deaminase
51	CC(=O)Nc1ccccc1-c1nnn(CC(=O)Nc2ccc3c(c2)OCCO3)n1	1	-4	0.93	-3	-1
52	O=C1CC[C@H](O)CCN1[C@H](CSc1ccc(Br)cc1)Cc1ccccc1	1.1	-3	0.95	-3	-8
53	O=C1CN(C(=O)CNCc2cccc(Cl)c2)c2ccccc2N1	1	-10	1.1	-6	-5
54	CC(C)Oc1ccc(Cn2c(=O)oc3ccccc32)cc1	0.98	2	0.99	-2	-3
55	COc1ccc(COC(=O)C2=C(C)NC(=O)NC2c2ccc(OC)cc2)cc1 (configuration not stated)	1.1	-1	1	-8	-5
56	Cc1ccc(S(=O)(=O)N2CCOCC2)cc1C(=O)OC1CCCCC1=O (configuration not stated)	1	-2	0.95	-3	-11
57	COc1ccc2[nH]c(CN3CCN(CCC(C)C)C(CCO)C3)c(C)c2c1 (configuration not stated)	0.94	-3	0.96	-4	-8
58	CN(C)C(=O)C1C2NC(=S)N(c3ccc(Cl)cc3)C1(C)Oc1ccc(Cl)cc12 (configuration not stated)	1	-1	1.2	-11	-6
59	Cn1c(=O)[nH]c(=O)c2c1nc(CN1CCOCC1)n2Cc1ccccc1	0.95	1	0.84	-1	-5
60	Cc1cc(NC(=O)CSc2nccn2-c2cccc(Cl)c2)no1	0.96	2	0.96	6	-2
61	CC(=O)Nc1ccc(C(=O)COC(=O)CCc2ccccc2)c(F)c1	1.1	8	1	5	0
62	COc1ccc(/C=N/NC(=O)c2ccc(C)nc2)cc1O	0.92	-4	1.2	-8	-2

No.	MPTP inh	hIAP block	mIAP inh	MIN6 prolif
51	-0.5	7	-3	-1
52	-2.3	5	-14	-5
53	-0.1	-5	-2	-3
54	0.6	1	2	-2
55	-1.5	-2	-14	-1
56	-0.3	5	-3	1
57	0.7	4	6	2
58	-2.3	-17	-4	-3
59	-2.9	16	5	-4
60	-1.0	4	4	0
61	-0.4	-4	-7	-3
62	-0.8	-16	8	-2
